# From PubChem BioAssay
# TCR-CD3 inh: inhibitors of human TCR-CD3 interaction, primary screen, biochemical, fluorescence, TAMRA-labeled TCR probe | T-cell receptor (TCR) | inhibition, % at 9.4 µM | 360,000 compounds, 0.37% hits; in the data active means inhibition above about 19%;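 further: recombinant mutant TCR 2C K166C tagged with TAMRA read by polarization; 0% = receptor in buffer alone and 100% = receptor with positive control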
# mABHD4 FP: ABHD4 inhibitors, primary screen, biochemical, fluorescence polarization, mouse | (Lyso)-N-acylphosphatidylethanolamine lipase (Mus musculus), Q8VD66 | AID 720543, 2013 | purified mABHD4, FP-Rh probe fluorescence polarization | inhibition, % at 8.92 µM | 370,000 compounds, 0.54% hits;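 active means inhibition exceeding the mean over every tested compound plus 3 SD, cut at about 30% in these data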;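 further: 0% = plate median of compound wells and 100% = S159A mutant with DMSO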
#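 assay system = mABHD4 protein | compound dosing = single nominal dose of 8.92 µM, 0.89% DMSO final | read-out basis = percent inhibition of probe binding, normalized to plate controls | schedule = Enzyme–compound pre-incubation 45 min, then probe 60 min, both 25 °C | detection = fluorescence polarization, excitation 525 nm, emission 598 nm, BODIPY TMR filters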
# PG9 Ab binder: binders of HIV-1 gp120 antibody PG9, primary screen, biochemical, TR-FRET; 360,000 compounds, 0.43% hits; TR-FRET gp120-PG9 antibody binding; inhibition, % at 6.7 µM; HIV-1 gp120 / PG9 antibody interaction; in the data active means inhibition above about 8.5%
# LEDGF integ inh: blockers of LEDGF/p75-dependent integrase strand transfer – biochemical, TR-FRET, high throughput, primary screen. HIV-1 integrase (with human LEDGF/p75). TR-FRET IN-LEDGF/p75 DNA integration, Eu/Cy5. inhibition, % at 3.7 µM. 370,000 compounds, 0.64% hits. AID 743269, 2014;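 active means inhibition above the screen-wide mean plus 3 SD, cut at about 13% in these data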;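 further: signal is the Cy5 over europium emission ratio at 671 and 618 nm; 0% = plate median of compound wells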
# NR1D1 modulator: modulators of Rev-erb alpha DNA binding, primary screen, biochemical, FITC-DNA, fluorescence polarization, uHTS; Rev-erbα–FITC-DNA binding, 90 min; 370,000 compounds, 0.79% hits; Nuclear receptor subfamily 1 group D member 1 (Homo sapiens), P20393; activity, % at 10 µM; AID 1259318, 2017;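 active means activity above about 14%, limit read from the data; passing the limit was not always enough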;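 further: 0% = DMSO wells with 35 nM protein and 100% = DMSO wells with 750 nM protein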
# rCAG RNA binder: binders of r(CAG) RNA repeats, primary screen, biochemical, fluorescence; r(CAG) RNA repeat, TO-PRO-1 dye displacement fluorescence; inhibition, % at 3 µM; 370,000 compounds, 1.3% hits; AID 651821, 2012;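 active means inhibition above the plate cutoff, the mean of all test compounds on that plate plus 3 SD, cut at about 35% in these data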;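 further: 0% = DMSO alone and 100% = 100 µM mitoxantrone as full dye displacement; higher means more dye released from RNA so lower well fluorescence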
# HTRA1 inh: HTRA1 serine protease inhibitors, primary screen, biochemical, fluorescence polarization, HTS; 340,000 compounds, 0.5% hits; Q92743; AID 504803, 2011; inhibition, % at 5.96 µM; recombinant HTRA1, FP-rhodamine activity-based probe; in the data active means inhibition above about 36%;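 further: 0% = enzyme with DMSO and 100% = wells lacking enzyme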
# UHRF1 MBD2 ctr: UHRF1 methylated DNA binding inhibitors, primary screen, counter-screen for MBD2 inhibitor project, biochemical, TR-FRET, human UHRF1, single concentration; inhibition, % at 4.4 µM; UHRF1 binding to methylated oligo; AID 687016, 2013; 370,000 compounds, 0.75% hits; E3 ubiquitin-protein ligase UHRF1 (Homo sapiens), Q96T88; in the data active means inhibition above about 21%;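 further: UHRF1 SRA domain binding a hemimethylated CpG hairpin DNA probe; 0% = median of test compound wells and 100% = reference inhibitor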
# Target sequence (Q96T88 whole entry, looked up, the tested form may be a part): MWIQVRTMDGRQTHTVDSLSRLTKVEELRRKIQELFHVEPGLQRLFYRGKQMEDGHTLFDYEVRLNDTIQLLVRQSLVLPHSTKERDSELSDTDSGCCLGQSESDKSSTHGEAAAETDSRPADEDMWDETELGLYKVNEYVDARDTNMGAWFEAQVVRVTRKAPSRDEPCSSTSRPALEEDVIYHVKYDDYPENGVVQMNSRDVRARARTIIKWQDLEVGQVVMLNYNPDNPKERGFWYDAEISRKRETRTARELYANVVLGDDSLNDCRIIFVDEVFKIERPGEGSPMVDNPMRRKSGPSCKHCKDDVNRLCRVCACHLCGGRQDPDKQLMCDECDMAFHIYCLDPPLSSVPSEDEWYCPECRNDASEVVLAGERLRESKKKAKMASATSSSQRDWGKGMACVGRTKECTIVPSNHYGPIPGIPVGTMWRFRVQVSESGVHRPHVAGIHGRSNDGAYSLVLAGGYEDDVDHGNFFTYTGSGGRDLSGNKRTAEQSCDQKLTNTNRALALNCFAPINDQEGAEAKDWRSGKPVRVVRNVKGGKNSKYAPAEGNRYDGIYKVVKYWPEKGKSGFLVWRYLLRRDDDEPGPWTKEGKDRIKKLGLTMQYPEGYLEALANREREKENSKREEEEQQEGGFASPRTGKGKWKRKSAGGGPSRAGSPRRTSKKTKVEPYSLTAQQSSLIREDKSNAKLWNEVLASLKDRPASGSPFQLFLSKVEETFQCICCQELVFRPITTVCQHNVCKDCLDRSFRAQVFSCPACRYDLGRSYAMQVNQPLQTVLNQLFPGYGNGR
# MBD2 DNA inh: inhibitors of MBD2 binding to methylated DNA, primary screen, biochemical, TR-FRET, DNA-binding domain, human; Methyl-CpG-binding domain protein 2 (Homo sapiens), Q9UBB5; MBD2 binding to methylated oligonucleotide; inhibition, % at 4.4 µM; 370,000 compounds, 0.31% hits; in the data active means inhibition above about 13%
# PRMT1 FP inh: PRMT1 methyltransferase inhibitors, primary screen, biochemical, fluorescence polarization; 370,000 compounds, 1.3% hits; recombinant PRMT1, activity-based probe fluorescence polarization; AID 652257, 2013; inhibition, % at 2.79 µM;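 active means inhibition above about 21% made by adding two undisclosed values, limit read from the data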
# * = called active by the depositor; . = not tested or not shown.
SMILES,TCR-CD3 inh,mABHD4 FP,PG9 Ab binder,LEDGF integ inh,NR1D1 modulator,rCAG RNA binder,HTRA1 inh,UHRF1 MBD2 ctr,MBD2 DNA inh,PRMT1 FP inh
COc1cc([N+](=O)[O-])cc(/C=C2/SC(=S)N(Cc3ccccc3)C2=O)c1O,-68,-157,0.2,2,-6,79*,-80,-4,-1,21*
C/C=C/c1ccc(OCCCNC)c(OC)c1,-2,12,-1.1,2,-6,-2,8,3,2,-1
Cc1ccccc1Nc1nc(NCc2ccco2)c2ccccc2n1,0,20,0.0,-6,-3,5,-32,1,-3,1
CCc1c(C)nc(Nc2nc(C)c3ccc(OC)cc3n2)[nH]c1=O,-5,4,2.7,-2,-1,10,-1,1,-6,0
Cc1c(N=c2scc(-c3ccccc3)n2CCO)c(=O)n(-c2ccccc2)n1C,10,-1,-0.7,2,6,-8,3,2,1,1
Cn1cc(CNC(=O)COc2ccc(Cl)cc2Cl)cn1,6,1,-0.2,-4,2,-2,13,-2,-6,-3
Cc1cc(C)cc(NC(=O)COC(=O)CC2CCCC2)c1,7,-1,-1.8,2,4,1,-11,32*,0,2
COc1ccccc1Nc1nc(N)nc(CSC(=S)N2CCN(c3ccccc3)CC2)n1,5,-4,-1.5,-2,-2,2,-2,-1,-5,-6
O=C(O)CCCNc1cc(N2CCN(C(=O)c3ccco3)CC2)c2noc3c2c1C(=O)c1ccccc1-3,79*,66*,-46,4,-5,27,52*,-2,-13,19
CCOC(=O)[C@@H]1[C@H]2COc3cc(OC)ccc3[C@@H]2N2C(=O)N(c3ccc(Br)cc3)C(=O)[C@@]12C,5,-10,-0.6,-5,4,-3,-10,7,1,0
Cc1nn(-c2ccccc2)nc1C(=O)Oc1cc(C(F)(F)F)nn1-c1ccccc1,-4,13,-1.1,3,-4,19,6,0,-3,8
CC1(c2ccccc2)CC2CC(c3ccccc3)N1O2 (configuration not stated),-3,0,1.0,-2,1,-5,3,0,1,-2
CC(=O)c1cccc(NC(=O)CN2CCN(Cc3ccccc3)CC2)c1,4,7,-1.4,0,11,-1,-4,-1,-2,-1
CCc1ccc(CN(C)C(=O)c2cc(COc3cc(C)c(Cl)c(C)c3)on2)nc1,6,-9,-4.7,1,5,2,-42,3,-3,-6
CC(C)NC1(C(N)=O)CCN(Cc2ccccc2)CC1,2,1,-1.0,-3,-4,1,-1,1,-1,0
Cc1c(C(=O)N2CCC2)oc2c(F)cccc12,6,-4,0.2,4,-7,1,-2,3,6,3
CCOc1ccc(C=NNC(=O)c2cc(-c3ccc(Cl)cc3)n[nH]2)cc1,.,-7,.,-2,1,10,.,-2,3,2
O=C(O)C/C(=C\c1cc2c(cc1Br)OCO2)c1nc2ccccc2s1,-3,2,0.7,3,-5,35*,-4,1,0,4
CC(C)(C)CCN1C[C@@H]2C(CNC(=O)c3cc(Cl)cc(Cl)c3)[C@@H]2C1 (some centres not stated),.,2,.,2,-5,.,.,-1,-5,-8
COC(=O)c1cccc(N(CC(=O)NCC2CCCO2)C(=O)CCC(=O)Nc2cc(C)on2)c1 (configuration not stated),9,9,1.2,-3,-6,-1,-3,2,-2,2
C=CCN(C(=O)CCC(=O)Nc1cc(C)on1)C(C(=O)NC(C)(C)CC)c1cccc(OC)c1OC (configuration not stated),-8,-8,1.6,-1,9,-8,5,2,8,1
Cc1c(NC(=O)c2cc(-c3ccc(O)cc3)on2)c(=O)n(-c2ccccc2)n1C,-7,4,1.7,-2,-5,-2,4,-1,-3,0
Cc1c(S(=O)(=O)N2CCC(C)CC2)c(=O)n(C)c(=O)n1C,-2,-2,1.8,-1,-4,-1,-1,1,3,4
CC(C)c1ccc(/C=C/C(=O)NC(=S)NN2CCOCC2)cc1,-3,-3,-2.9,8,4,0,-6,-5,-7,-3
Cc1cc(C(=O)OCC(=O)Nc2cc(C(F)(F)F)ccc2N2CCOCC2)c(C)o1,7,-4,-0.8,2,2,-8,-17,-2,1,-2
Cc1ccc(N2CCN(C(=O)C(=O)c3cccc([N+](=O)[O-])c3)CC2)cc1,6,-7,-0.1,1,-8,5,.,-3,1,3
CCOc1nc2ccccc2nc1NS(=O)(=O)c1ccccc1,2,-1,3.2,-7,-1,6,10,1,1,0
CCOC(=O)CCC(=O)N1CCOCCOCCN(C(=O)CCC(=O)OCC)CCOCC1,-6,-5,1.8,1,-4,-5,2,2,-1,4
Cc1ccn2c(Nc3ccccc3C)c(-c3cccnc3)nc2c1,3,-3,1.1,-1,-2,-9,4,0,-1,-4
CCN(CCCNC(=O)Cn1ncc2c([nH]c3ccccc32)c1=O)Cc1ccccc1,-4,-6,-1.7,-1,-9,1,-7,0,-2,-3
CCN1C/C(=C/c2ccc(N3CCOCC3)cc2)C(=O)/C(=C/c2ccc(N3CCOCC3)cc2)C1,-7,-24,-4.7,-4,-2,-18,2,-14,-3,2
COc1ccc(S(=O)(=O)/C(C#N)=C/Nc2ccc(NC(C)=O)cc2)cc1,-4,-8,-0.2,2,3,4,2,3,-3,0
CC(C)CCn1cnc2c(oc3nc4c(cc32)CCCC4)c1=O,-2,-2,-1.0,1,-7,-7,6,1,1,-2
CNC(=S)N(CCCn1ccnc1)Cc1c(F)cccc1Cl,4,1,-2.5,2,2,0,6,-1,-2,4
Cc1csc(NC(=O)C(NS(=O)(=O)c2ccc(Br)s2)c2ccccc2)n1 (configuration not stated),-1,8,0.3,0,-3,8,-11,1,-2,-1
Nc1cccc(-c2nc3ccccc3s2)c1,9,-3,3.1,-2,3,-1,-1,-7,-6,-1
N#Cc1cnn(-c2ccc(F)cc2)c1N,3,-4,-0.9,5,-2,2,5,-1,-6,-3
Cc1nn(C(C)C(=O)O)c2ccccc12 (configuration not stated),3,-3,0.2,-2,-2,2,2,0,-3,-1
CCC(=O)N1CCc2cc(S(=O)(=O)NC(Cc3ccccc3)C(=O)NC3CCCCC3)ccc21 (configuration not stated),-8,1,1.3,-1,-2,-3,7,0,5,-1
CC(=O)c1ccc(N(C)C)c2c(N(C)C)cccc12,-9,1,-0.8,2,1,5,4,-1,-3,-2

# 3 records drawn at random from those above, as already listed:
SMILES,TCR-CD3 inh,mABHD4 FP,PG9 Ab binder,LEDGF integ inh,NR1D1 modulator,rCAG RNA binder,HTRA1 inh,UHRF1 MBD2 ctr,MBD2 DNA inh,PRMT1 FP inh
N#Cc1cnn(-c2ccc(F)cc2)c1N,3,-4,-0.9,5,-2,2,5,-1,-6,-3
CCN(CCCNC(=O)Cn1ncc2c([nH]c3ccccc32)c1=O)Cc1ccccc1,-4,-6,-1.7,-1,-9,1,-7,0,-2,-3
Cc1c(NC(=O)c2cc(-c3ccc(O)cc3)on2)c(=O)n(-c2ccccc2)n1C,-7,4,1.7,-2,-5,-2,4,-1,-3,0

# (listing goes on)
SMILES,TCR-CD3 inh,mABHD4 FP,PG9 Ab binder,LEDGF integ inh,NR1D1 modulator,rCAG RNA binder,HTRA1 inh,UHRF1 MBD2 ctr,MBD2 DNA inh,PRMT1 FP inh
NNc1nccc(Nc2ccccc2C(=O)O)n1,-7,26,-0.6,-1,-4,33,30,0,1,2
CC[C@H](C)[C@H]1CNC(=S)N1CC1CCN(CC2CCC(C)CC2)CC1 (some centres not stated),-8,8,-3.6,1,4,-4,-7,-1,4,1
Cc1ccc(CC(=O)Nc2ccncc2)cc1,4,-1,1.2,-1,0,0,8,2,1,0
Cc1c(C(=O)OCCOc2ccc(Br)cc2)sc(=S)n1C,-7,4,-3.4,-2,7,-1,-23,4,-5,-3
COc1ccc(C(=O)N/C(=C\c2cn(C)c3ccccc23)C(=O)N2CCOCC2)cc1OC,-2,-1,-0.7,-3,5,-1,11,-1,-6,4
COC(=O)CNC(=O)Cn1cnc2sc(C)c(S(=O)(=O)N3CCC(C)CC3)c2c1=O,-9,-16,0.3,-2,-5,0,-2,0,7,6
Cc1nc(C(F)(F)F)ccc1C(=O)N1CCC1(C)C(=O)NS(=O)(=O)c1ccc(C#N)cc1 (configuration not stated),-5,2,-0.9,3,-4,2,.,-1,-6,-5
COc1ccccc1OCc1ccc(C(=O)N2CCN(C(=O)c3ccco3)CC2)cc1,-8,-7,-0.5,-1,-3,3,-1,-1,4,11
CC1CCC(C(C)C)C(OC(=O)Cn2nnc3c(cnn3-c3ccccc3)c2=O)C1 (configuration not stated),-6,4,0.6,-4,1,3,-10,1,1,3
CC(C)C(=O)Nc1nnc(CCN2CCCCC2)s1,0,-2,-1.9,1,-2,-1,3,1,-1,-1
CCc1ccc(/C=N/NC(=O)c2cc(-c3ccncc3)nc3ccccc23)s1,5,-14,-3.2,0,-2,5,9,-1,-1,0
CC1(C(=O)NS(=O)(=O)C2CC2)CCCN(C(=O)COc2ccc(Cl)cc2Cl)C1 (configuration not stated),0,3,-0.2,0,10,7,.,-2,3,-1
CCN(CC(=O)Nc1c(F)cccc1F)C(=O)C1CC(=O)N(CCc2ccccc2)C1 (configuration not stated),7,-4,-0.2,35*,1,-3,8,-1,2,1
CCCC(C)NC(=O)c1ccc(C2SCC(=O)N2Cc2ccco2)cc1 (configuration not stated),1,-5,-0.1,3,6,6,-5,-1,1,5
CC(=O)Nc1ccc(-c2nnc(SCC(=O)n3c4c(c5ccccc53)CCCC4)n2C)cc1,1,4,-0.6,0,-9,2,0,0,0,-1
O=C(NC(=S)Nc1ccc(S(=O)(=O)Nc2ccccc2)cc1)C1CC1,-2,-6,-0.7,2,-4,4,-8,0,1,-1
N#Cc1cccc(N2[C@@H](Cc3cc4ccccc4n3Cc3ccccc3)COC[C@H]2Cc2ccc3ccccc3c2)c1,4,-5,2.0,3,9,6,-6,-1,-1,-2
Cc1ccc(N=C2SC(C(=O)NCCc3ccccc3)CC(=O)N2C)cc1C (configuration not stated),3,-3,1.0,-4,0,-8,1,-1,0,1
Cc1ccc(N/C(=N/S(=O)(=O)c2cccs2)c2ccccc2)c(C)c1,3,2,-2.9,3,0,-1,-7,1,-7,4
O=C(COC(=O)c1ccccc1)NCC1CCCO1 (configuration not stated),1,3,-0.2,0,-1,1,5,-3,2,-3
Cc1ccccc1NC(=O)Cn1c(C)nc2ccc(N)cc2c1=O,8,4,0.9,-3,-4,7,2,2,-2,1
CCOc1ccc(CCNC(=O)c2c(C)noc2C)cc1OCC,5,5,-0.1,0,0,-3,0,1,3,1
COc1ccc(-n2nc([N+](=O)[O-])c(=NC3CCN(Cc4ccccc4)CC3)n2O)cc1,4,2,-0.7,-2,6,-12,2,8,-1,-3

# A portion of the library. The share of hits here may be higher or lower than overall.
